# HTRA1 inhibitor – HTRA1 (human) protease inhibition; Q92743; recombinant HTRA1, FP-rhodamine activity-based probe, fluorescence polarization; inhibition, % at 5.96 µM; 340,000 compounds, 0.5% hits; AID 504803; in the data active means inhibition above about 36%;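 further: 0% = enzyme with DMSO and 100% = wells lacking enzyme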
# PG9 binder – binds the HIV-1 gp120 antibody PG9; inhibition, % at 6.7 µM; TR-FRET gp120-PG9 antibody binding; 360,000 compounds, 0.43% hits; AID 624416; in the data active means inhibition above about 8.5%
# SIAE inh – inhibitors of human sialic acid acetylesterase SIAE; Q9HAT2; SIAE FP-Rh probe binding, fluorescence polarization; inhibition, % at 9.66 µM; 370,000 compounds, 0.69% hits; AID 1053197;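 active means inhibition above a cutoff: mean of compounds within the control limits plus 3 SD of those, cut at about 17% in these data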;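 further: 0% = plate median of compound wells and 100% = probe without SIAE protein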
# TCR-CD3 inh – blocks the human TCR-CD3 interaction. TAMRA-labeled TCR probe fluorescence, biochemical. inhibition, % at 9.4 µM. 360,000 compounds, 0.37% hits. AID 651800; in the data active means inhibition above about 19%;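 further: recombinant mutant TCR 2C K166C tagged with TAMRA read by polarization; 0% = receptor in buffer alone and 100% = receptor with positive control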
# ABHD4 inh – inhibitors of mouse ABHD4; Q8VD66; 370,000 compounds, 0.54% hits; inhibition, % at 8.92 µM; purified mABHD4, FP-Rh probe fluorescence polarization; AID 720543;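 active means inhibition exceeding the mean over every tested compound plus 3 SD, cut at about 30% in these data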;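 further: 0% = plate median of compound wells and 100% = S159A mutant with DMSO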
#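 Test system: mABHD4 protein | Buffer or medium: HEPES pH 7.0 buffer, 150 mM NaCl, 0.01% Pluronic F-127 | Probe or stimulus: FP-Rh fluorescent activity-based probe, added after compound pre-incubation | Timing: Pre-incubation 45 min, probe exposure 60 min, at 25 °C | Technique: Fluorescence polarization, excitation 525 nm, emission 598 nm, BODIPY TMR filters | Repeats: Single well per compound (singlicate)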
# rCAG RNA binder – r(CAG) repeat RNA binding; inhibition, % at 3 µM; AID 651821; 370,000 compounds, 1.3% hits; TO-PRO-1 dye displacement fluorescence;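 active means inhibition above the plate cutoff, the mean of all test compounds on that plate plus 3 SD, cut at about 35% in these data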;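 further: 0% = DMSO alone and 100% = 100 µM mitoxantrone as full dye displacement; higher means more dye released from RNA so lower well fluorescence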
# TDP2 absorb – TDP2 (human) inhibition, absorbance primary screen; 370,000 compounds, 0.34% hits; inhibition, % at 12.8 µM; recombinant TDP2, T5PNP hydrolysis, p-nitrophenol absorbance 415 nm; O95551;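 active means inhibition above the mean of all tested compounds plus 3 SD, set per campaign, cut at about 25% in these data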;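 further: 0% = DMSO with enzyme and 100% = buffer with substrate but no TDP2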
# Target sequence (O95551 whole entry, looked up): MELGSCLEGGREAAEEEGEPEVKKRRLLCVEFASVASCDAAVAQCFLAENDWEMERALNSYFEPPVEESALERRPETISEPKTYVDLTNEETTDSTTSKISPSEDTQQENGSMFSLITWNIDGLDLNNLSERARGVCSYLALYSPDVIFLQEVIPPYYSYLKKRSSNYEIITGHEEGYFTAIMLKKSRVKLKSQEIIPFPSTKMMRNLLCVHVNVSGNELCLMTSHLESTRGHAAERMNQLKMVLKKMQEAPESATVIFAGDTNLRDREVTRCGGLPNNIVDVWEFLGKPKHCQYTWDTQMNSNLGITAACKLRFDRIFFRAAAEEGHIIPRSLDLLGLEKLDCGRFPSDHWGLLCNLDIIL
#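 Evaluation: % inhibition relative to enzyme-containing and enzyme-free wells. Material: recombinant human TDP2. Benchmarks: enzyme-free and DMSO wells. Timing: enzyme reaction with compound for 2 h at 37 °C. Compound dosing: 12.8 µM only. Measured by: p-Nitrophenol epi absorbance. Reagent: T5PNP substrate at 5 mM, a TopII-DNA adduct mimic. Replication: single well per compound.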
# PRMT1 inh – inhibitors of human PRMT1. Q99873. recombinant PRMT1, activity-based probe fluorescence polarization. inhibition, % at 2.79 µM. 370,000 compounds, 1.3% hits. AID 652257;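 active means inhibition above about 21% made by adding two undisclosed values, limit read from the data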
# Target sequence (Q99873 whole entry, looked up): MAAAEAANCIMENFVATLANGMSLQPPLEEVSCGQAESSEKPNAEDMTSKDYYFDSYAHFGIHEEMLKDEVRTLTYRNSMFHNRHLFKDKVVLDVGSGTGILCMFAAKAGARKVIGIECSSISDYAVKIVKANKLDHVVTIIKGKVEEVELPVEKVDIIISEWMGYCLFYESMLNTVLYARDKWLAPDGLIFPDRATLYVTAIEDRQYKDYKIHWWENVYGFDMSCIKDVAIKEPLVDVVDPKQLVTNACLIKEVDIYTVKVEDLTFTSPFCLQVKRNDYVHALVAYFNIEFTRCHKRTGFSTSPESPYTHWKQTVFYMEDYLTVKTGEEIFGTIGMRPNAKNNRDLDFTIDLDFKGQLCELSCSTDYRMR
# NR1D1 modulator – modulates human Rev-erb alpha binding to DNA; P20393; Rev-erbα–FITC-DNA binding, fluorescence polarization, 90 min; activity, % at 10 µM; 370,000 compounds, 0.79% hits; AID 1259318;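 active means activity above about 14%, limit read from the data; passing the limit was not always enough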;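 further: 0% = DMSO wells with 35 nM protein and 100% = DMSO wells with 750 nM protein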
# LEDGF integ inh – blocks HIV-1 LEDGF/p75-dependent DNA integration | TR-FRET IN-LEDGF/p75 DNA integration, Eu/Cy5 | inhibition, % at 3.7 µM | 370,000 compounds, 0.64% hits;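 active means inhibition above the screen-wide mean plus 3 SD, cut at about 13% in these data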;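 further: signal is the Cy5 over europium emission ratio at 671 and 618 nm; 0% = plate median of compound wells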
# Starred values were filed as active, the others as inactive; nt = no result given.
# Screens in order: HTRA1 inhibitor, PG9 binder, SIAE inh, TCR-CD3 inh, ABHD4 inh, rCAG RNA binder, TDP2 absorb, PRMT1 inh, NR1D1 modulator, LEDGF integ inh
COc1ccc(NC(=S)N(CCN2CCOCC2)Cc2ccccc2F)cc1
→ 3, -0.1, 4, 8, 3, -6, -1, -5, 3, 0
CC1=Nc2cc(C(=O)N3CCCC3)ccc2Sc2c(C)ccc(C)c21
→ -11, 0.4, -2, 3, 12, -3, -10, 4, 3, 1
COc1ccc(NC(=S)Nc2ccc3cn[nH]c3c2)cc1
→ 4, -0.7, 5, -5, 8, 7, -27, 5, -4, 3
O=C(COc1ccc(-c2nnco2)cc1)NCc1ccccc1Cl
→ -1, -1.2, 2, 6, 8, -3, 5, -5, 1, 4
COc1ccc(-c2nc3n(n2)C(c2ccccc2Cl)C(C(N)=O)=C(C)N3)cc1 (stereo unspecified)
→ 4, -1.5, 8, 1, 7, 2, 4, 2, 4, -1
O=C(N/N=C1/SCC(=O)N1Cc1ccco1)c1ccccc1F
→ -4, -1.4, -6, 1, -1, 1, 7, -1, -9, 1
C=CCC(C(=O)NC(C)c1ccccc1)C(=O)NC(C)c1ccccc1 (stereo unspecified)
→ 9, 0.9, -2, -1, -8, -4, 2, -1, -1, 2
O=C1c2cccc3cccc(c23)C(=O)N1c1ccc2ncccc2c1
→ -7, -0.8, -16, 8, 2, 4, 6, -1, -30, -5
COc1ccc(NC(=S)N(CCCN2CCOCC2)Cc2cn(C)c3ccccc23)cc1OC
→ 3, 2.5, 4, -1, 6, -2, 6, 1, 0, -4
CCOC(=O)C1=C(C)c2ccccc2N(C(=O)OC)C1(C)C(=O)OCC (stereo unspecified)
→ 2, 1.3, 5, 0, 9, -1, 10, 24*, 5, -5
C#CCN1C=C(C(=O)OCC)C(C)NS1(=O)=O (stereo unspecified)
→ 3, -0.4, -3, -3, 6, 3, 0, -3, 1, 3
Cc1cc(NC(=O)CSc2ccccn2)no1
→ 3, 0.4, 12, 3, 4, 0, 10, 5, 7, -3
COc1ccc(CCNC(=O)c2ccc(Cl)c(S(=O)(=O)N3CCCCCC3)c2)cc1
→ -35, -1.3, -5, 5, -18, 3, -7, -3, -4, 3
CCC(=O)N(Cc1ccc(S(N)(=O)=O)cc1)C1CC(=O)N(c2ccc(OC)cc2)C1=O (stereo unspecified)
→ 1, 0.4, 1, -1, 0, 3, 4, -3, 2, 6
COc1ccc(NC(=O)c2[nH]c(C)c(C(C)=O)c2C)cc1S(=O)(=O)N1CCOCC1
→ 2, -0.3, 1, 4, -7, 1, 8, 0, -4, -2
C=C(C(=O)c1ccccc1)C(C)CC(=O)c1ccccc1 (stereo unspecified)
→ -9, -1.0, 9, 3, -6, -7, 10, -6, -6, 0
CCc1nc(SCC(=O)Nc2nccs2)c2oc3ccccc3c2n1
→ -13, 5.5, -8, -7, -5, 1, -8, 2, 15*, -1
O=C(CSc1ccccc1)OCC(=O)N1CCN(C(=O)c2ccco2)CC1
→ 1, 2.6, 3, -5, -10, 2, -6, 5, -3, 4
Cc1ccc(S(=O)(=O)NCCC(=O)N2CCCCCCC2)cc1
→ 3, -2.9, 2, -3, 7, -9, 2, -1, 3, -1
Cc1ccc(C(=O)NCCc2nnc3ccc(SCC(=O)Nc4ccc(C)cc4C)nn23)cc1
→ 2, 0.8, 2, 0, 4, -3, -4, 2, 3, 3
CC(C)(C)NC(=O)C(C1CC1)n1c(-c2ccccc2)nc2ccccc21 (stereo unspecified)
→ nt, 0.8, 2, -2, 1, -1, 4, 6, 1, -3
Cc1ccc(C)c(N2CCN(C(=O)Cn3c(=O)[nH]c4ccsc4c3=O)CC2)c1
→ 2, -2.4, -7, 1, -4, -4, 3, -1, -1, -1
CCC(C)Oc1ccc(/C=C/c2[nH]c(=O)[nH]c(=O)c2[N+](=O)[O-])cc1OC (stereo unspecified)
→ 2, -0.1, -9, 0, -4, 36*, -27, -2, 1, 1
NC(=O)c1ccsc1NC(=O)COC(=O)c1cccnc1Cl
→ -1, -0.8, 5, -1, 5, 5, 4, -2, 5, 0
Cc1cccc(C=Nc2ccc3c4c(cccc24)CC3)c1O
→ 11, -7.5, 21*, 1, 34*, 8, -5, 36*, -1, 5
COCCOC(=O)c1c(C)oc2ccc(O)c(CN3CCC(C)CC3)c12 (tested in a mixture with another compound)
→ 6, 0.4, 3, 5, 5, 2, 7, -4, 10, 4
CC(=O)Nc1ccc(C(=O)OCC(=O)N2CCN(C(=O)c3ccco3)CC2)cc1
→ -4, -0.7, 0, 2, -1, 2, 10, -3, 0, -5
CCOc1ccc(-c2nnc(SCc3nc4ccccc4[nH]3)n2N)cc1
→ 1, -1.2, 1, 1, -1, 0, 4, 1, -1, -2
Cc1ccc(C(=O)/C=C/c2cc(Br)cc(Br)c2O)o1
→ -4, 3.1, 3, -16, -26, 60*, 24, 2, 7, 0
COc1cc(OC)nc(NC(=O)NS(=O)(=O)c2ccc(OC(F)(F)F)cc2)n1
→ -9, -0.4, -2, 2, -4, 2, -2, 4, 4, -4
C/C(=N\NC(=O)CCCNc1ccccc1)c1ccncc1
→ 6, -2.7, 4, -3, 4, 0, 2, -1, -8, -3
Cc1cccc(C)c1OCc1cc(C(=O)NC2CCC2)no1
→ -1, -1.0, -5, 2, -1, -5, 5, 0, 0, 2
COC(=O)C1CCN(C(=O)/C(C)=C\c2ccccc2)CC1
→ -2, 3.4, -13, -1, -6, 0, -5, 5, 2, 4
Cc1ccc2cn[nH]c2c1[N+](=O)[O-]
→ -1, 1.7, 8, -1, 8, 2, 4, -3, 3, 2
CC(OC(=O)c1ccc2c(=O)n3c(nc2c1)CCC3)C(=O)NC1CCCCC1C (stereo unspecified)
→ -1, -3.3, -3, 4, -2, -5, 4, 0, -6, 2
Brc1ccc(-c2nnc3n2-c2ccccc2CC3)cc1
→ -7, 0.9, -4, -4, -5, -5, -6, 1, 1, 2
COc1ccc2sc(NC(=O)CC(C)C)nc2c1
→ -5, 0.1, -9, 5, -1, -1, -8, 1, 0, -1
O=C(COC(=O)CNS(=O)(=O)c1c(Cl)cccc1Cl)Nc1ccccc1Sc1ccccc1
→ -43, -1.0, -7, -7, -6, 12, 8, 0, 2, 3
CSc1ncnc2c1cnn2-c1ccc(C)cc1C
→ 6, 0.8, 2, -2, 1, -5, 4, -2, 0, 0
Cc1cccc(N2CCN(C(=O)Cn3cnc4c3c(=O)n(C)c(=O)n4C)CC2)c1C
→ 1, 1.0, -1, 8, -1, -3, 0, -2, 6, 0
Cc1ccc(NS(=O)(=O)c2ccc(C)c(C(=O)Nc3ccc(S(=O)(=O)Nc4onc(C)c4C)cc3)c2)cc1
→ -8, -0.6, 3, 1, 8, 64*, 2, 0, 5, -4
Cc1ccc(NC(=O)c2cc(S(=O)(=O)N3CCCC3)cn2C)cc1C
→ -11, -1.6, -7, 1, 3, 2, 6, -4, 1, -2

# 3 compounds picked at random from those above:
# Screens in order: HTRA1 inhibitor, PG9 binder, SIAE inh, TCR-CD3 inh, ABHD4 inh, rCAG RNA binder, TDP2 absorb, PRMT1 inh, NR1D1 modulator, LEDGF integ inh
O=C(CSc1ccccc1)OCC(=O)N1CCN(C(=O)c2ccco2)CC1
→ 1, 2.6, 3, -5, -10, 2, -6, 5, -3, 4
CC1=Nc2cc(C(=O)N3CCCC3)ccc2Sc2c(C)ccc(C)c21
→ -11, 0.4, -2, 3, 12, -3, -10, 4, 3, 1
C=C(C(=O)c1ccccc1)C(C)CC(=O)c1ccccc1 (stereo unspecified)
→ -9, -1.0, 9, 3, -6, -7, 10, -6, -6, 0

# Molecules shown so far containing a nitro group on carbon:
# Screens in order: HTRA1 inhibitor, PG9 binder, SIAE inh, TCR-CD3 inh, ABHD4 inh, rCAG RNA binder, TDP2 absorb, PRMT1 inh, NR1D1 modulator, LEDGF integ inh
CCC(C)Oc1ccc(/C=C/c2[nH]c(=O)[nH]c(=O)c2[N+](=O)[O-])cc1OC (stereo unspecified)
→ 2, -0.1, -9, 0, -4, 36*, -27, -2, 1, 1
Cc1ccc2cn[nH]c2c1[N+](=O)[O-]
→ -1, 1.7, 8, -1, 8, 2, 4, -3, 3, 2

# A portion of the library (hit frequency here may not be typical).
